Screening results as filed in PubChem BioAssay.
HIF-2a inh: HIF-2a inhibition. hit rate 0.72% among 360,000. 786-0 RCC cells HIF-2a reporter, luciferase luminescence, overnight. inhibition, % at 18.8 µM. AID 624352;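 active means inhibition of the luminescence signal of 40% or more relative to plate controls, in a single-dose primary screen at 18.75 µM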
aDG glyco up: alpha-DG glycosylation activation. Pro5-aDG cells, alpha-DG glycosylation AlphaScreen (IIH6); 0% Pro5, 100% B10-LARGE cell signal. activation, % at 10 µM. hit rate 0.22% among 360,000;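 active means activation of at least 8% versus controls, or a plate z-score of at least 8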;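 further: Pro5 are CHO cells carrying HIG-tagged alpha-DG that lacks glycosylation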
KKLEB tox: reduces viability of KKLEB cystic fibrosis airway cells; KKLEB CF airway cells viability, ATPlite luminescence, overnight; active compounds read low; cells stimulated with P. aeruginosa culture filtrate; AID 602141; hit rate 0.36% among 360,000; activity change (cytotoxicity), % at 5 µM;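 active means corrected activity change at or below -50% at 5 µM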
TRPM1 prom inh: MITF TRPM1 promoter inhibition in SK-MEL-5 cells | SK-MEL-5 TRPM1 promoter luciferase, 24 h | inhibition, % at 12.5 µM | hit rate 0.83% among 330,000 | AID 488899;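 active means mean inhibition across replicates of 60% or more, whatever share of single replicates reaches that level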; further: values of inactives mirror those of a sister screen read the other way
TWEAK Fn14 block: inhibitors of TWEAK-Fn14 interaction signaling | TWEAK-stimulated Fn14 reporter cells, luciferase luminescence, 8 h | inhibition, % at 10 µM | hit rate 2% among 360,000 | AID 1159606; in the data active means inhibition above about 50%
NR2E3 ag-1: activates human photoreceptor nuclear receptor NR2E3; inhibition of corepressor binding, % at 4.78 µM; Q9Y5X4; GST-NR2E3/biotin-RetCOR TR-FRET, 1536-well; hit rate 0.12% among 320,000; AID 2300;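 active means percent inhibition above the cutoff of mean plus 3 SD of all tested compounds, set per screening campaign, cut at about 20% in these data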;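 further: 0% = DMSO wells and 100% = biotin wells as full block of FRET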
Target sequence (Q9Y5X4 whole entry, looked up): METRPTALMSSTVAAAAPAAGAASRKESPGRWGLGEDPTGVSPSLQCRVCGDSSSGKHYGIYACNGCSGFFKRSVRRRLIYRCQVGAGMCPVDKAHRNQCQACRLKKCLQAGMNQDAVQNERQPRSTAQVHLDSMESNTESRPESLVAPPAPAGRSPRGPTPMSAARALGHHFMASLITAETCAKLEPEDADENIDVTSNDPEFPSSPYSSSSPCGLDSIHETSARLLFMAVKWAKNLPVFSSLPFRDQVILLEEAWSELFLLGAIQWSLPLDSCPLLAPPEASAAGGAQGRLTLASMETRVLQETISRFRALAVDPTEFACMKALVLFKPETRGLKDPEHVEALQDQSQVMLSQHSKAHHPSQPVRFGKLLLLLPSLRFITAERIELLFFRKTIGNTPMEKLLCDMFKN
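Material – GST-tagged NR2E3 plus biotinylated RetCOR corepressor · Quantity – NR2E3 fusion 1.35 nM · Times – 5 h incubation at 4 °C · Medium – pH 7.5 Tris-based buffer · Technique – TR-FRET, Eu(K)-anti-GST donor, streptavidin-D2 acceptor, ex 340, em 617/671 nm · Benchmarks – high control biotin, low control 0.6% DMSO · Format – 1536-well plates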
CF NFkB inh: blocks PAF-induced NF-kB reporter in cystic fibrosis cells. hit rate 0.86% among 360,000. inhibition, % at 5 µM. AID 588850. KKLEB NF-kB-GFP reporter, GFP fluorescence overnight;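 active means at least 50% inhibition at 5 µM, scaled per plate between neutral and stimulator controls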;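 further: PAF is a Pseudomonas aeruginosa culture filtrate used as stimulus; plate controls were PAF-stimulated DMSO wells for no effect and unstimulated DMSO wells for full effect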
hiPSC survival: enhancers of human iPSC single-cell survival; hiPSC single-cell survival, ATPlite luminescence; 100% = ROCK inhibitor wells, 0% = DMSO; survival enhancement, % at 20 µM; hit rate 0.044% among 360,000; in the data active means survival enhancement above about 18%;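 further: cells exposed to compounds for 16 hours before the ATP read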
NR2E3 ag-2: human photoreceptor-specific nuclear receptor agonism; CHO-S Gal4-NCOR/VP16-NR2E3 two-hybrid, luciferase; inhibition of corepressor binding, % at 3.98 µM; hit rate 0.35% among 360,000; AID 602229;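 active means inhibition above the mean of all tested compounds plus 3 SD, cut at about 70% in these data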;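 further: 0% = DMSO with NR2E3 transfected cells and 100% = cells lacking NR2E3 construct; higher means lower luciferase signal from less NR2E3 corepressor binding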
Peg3 promoter: reduces Peg3 promoter-driven luciferase expression in HeLa; HeLa PEG-Prom luciferase reporter, luminescence, overnight; inhibition, % at 20 µM; hit rate 1.7% among 360,000; AID 588405;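 active means inhibition of at least 50% at 20 µM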
Shn3 3UTR inh: reduces Shn3 3'UTR luciferase signal in osteoblasts | Clone20 osteoblast Shn3 3'UTR firefly luciferase, 24 h | inhibition, % at 12.5 µM | hit rate 0.52% among 360,000 | AID 588674;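 active means mean inhibition of at least 75% with every replicate also reaching 75%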;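 further: 0% = median of neutral control wells and 100% = pilot-screen positive control compound; some compounds past the cut are filed as inactive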
The depositor's hits bear a star; . = not tested or not shown; & = joins results of further samples.

Results follow in this order: hiPSC survival	TRPM1 prom inh	KKLEB tox	NR2E3 ag-2	TWEAK Fn14 block	CF NFkB inh	HIF-2a inh	Shn3 3UTR inh	aDG glyco up	NR2E3 ag-1	Peg3 promoter
[1] O=C1CN(C(=O)COC(=O)c2cccc(S(=O)(=O)NCc3ccccc3)c2)c2ccccc2N1
  -0.7	6	-4	9	3	-6	10	10	-0.3	2	11
[2] CCOC(=O)c1nc2sc(C)c(C)c2c(=O)[nH]1
  -0.4	12	3	-9	1	-6	6	-6	0.2	1	5
[3] O=C(Cn1nc(C(F)F)cc1C(F)F)NNC(=S)Nc1ccc(Cl)cc1
  1.3	10	2	11	2	17	4	-2	0.2	1	-7
[4] CC(SC1=Nc2ccccc2C2CC=NN12)C(=O)NC1(C#N)CCCCC1 (centres undefined)
  -0.2	9	10	9	-2	-28	-1	3	0.3	1	2
[5] CCOC(=O)C1(Cc2ccc(OC)cc2)CCN(C(=O)c2cc(C)on2)CC1
  0.2	-29	9	-27	-18	-1	-71	-20	0.2	3	-87
[6] CCn1ncc(C2=NOC(C(=O)NCc3ccc(OC)cc3)C2)c1C (centres undefined)
  -0.2	13	2	-6	-21	9	9	1	0.1	1	21
[7] CCCCCCN1C[C@H](n2cc(C3CC3)nn2)[C@@H](O)C[C@@H]1c1ccc(C)cc1
  -2.0	.	-5	-39	-8	12	-72	39	0.1	.	-18
[8] O=C(CN1C(=O)NC2(CCCCC2)C1=O)N1CCN(C(=O)c2cccs2)CC1
  -0.3	-1	16	-23	-1	2	-5	3	-0.1	-1	4
[9] O=C(Nc1ccc(N2CCOCC2)cc1)Nc1ccc2nsnc2c1
  0.9	12	7	9	-11	-7	-4	23	-0.1	0	9
[10] COc1ccc(NC(=O)CSc2nnc(-c3ccccc3)n2N)cc1
  -3.4	-4	-6	5	0	10	21	-3	0.2	-2	-3
[11] COc1ccc(-n2c(C)nn(CC3CC3)c2=O)cc1
  -0.6	-1	-7	-11	0	22	15	1	-0.1	.	6
[12] Cc1[nH]c(=O)[nH]c(=O)c1S(=O)(=O)N1CCCC(C(=O)NCc2ccco2)C1 (centres undefined)
  4.5	1	-3	-31	-2	1	3	-2	-0.3	-1	2
[13] CN(C(=O)CC(=O)Nc1ccc(Cl)c(Cl)c1)c1ccccc1
  3.5	11	2	8	-5	0	2	-16	-0.1	0	-4
[14] CCOC(=O)C1(C)CCCN1C(=O)c1ccccc1OC (centres undefined)
  -3.7	.	2	8	-3	2	-12	-15	-0.1	.	-9
[15] CC(=O)c1ccc(S(=O)(=O)Nc2ccc(-c3cn4c(n3)SCC4)cc2)cc1
  -0.7	14	14	-4	-3	-11	9	-19	-0.2	0	18
[16] CC(=O)c1c(-c2ccccc2)[nH]c2ccccc12
  -0.3	-2	-4	7	28	-1	3	4	0.0	0	31
[17] CCNC(=O)C1CCCN(c2nc(C)cc(C)n2)C1 (centres undefined)
  0.3	3	4	-6	4	15	12	-6	-0.2	2	9
[18] O=C(NCCc1ccc(Cl)cc1)C1CCCO1 (centres undefined)
  -0.5	-13	-2	12	-3	-5	-16	-21	0.0	-4	-2
[19] CN(CC(=O)Nc1ccc(N2CCOCC2)cc1)CC(=O)Nc1ccc(C(F)(F)F)cc1
  0.0	8	-6	2	-3	12	1	36	-0.7	-2	21
[20] COc1ccc(NC(=O)CN(C)S(=O)(=O)c2ccc(Cl)cc2)c([N+](=O)[O-])c1
  -1.1	7	-17	-7	6	-4	12	-5	0.0	1	16
[21] COc1ccc(N2CCN(Cc3cc4c(cc3Br)OCCO4)CC2)cc1
  -0.5	13	1	-14	2	0	13	7	-0.3	1	20
[22] Cn1c(=O)c([N+](=O)[O-])c(NCCc2ccccc2)c2ccccc21
  -0.5	11	6	7	-9	12	13	22	0.3	-1	12
[23] O=C(COC(=O)c1ccccc1)NC12CC3CC(CC(C3)C1)C2
  0.2	-2	-1	-26	5	9	-18	-1	0.1	2	-21
[24] Cc1cc(C)n2c(Nc3c(C)cccc3C)c(-c3cccnc3)nc2n1
  0.6	.	.	-34	0	.	15	.	0.0	.	.
[25] Cc1ccc(S(=O)(=O)N2CCOCC2)cc1C(=O)Nc1ccc(C(N)=O)cc1
  2.5	-5	5	-6	7	-16	16	12	0.0	2	8
[26] Cc1nnc2ccc(-c3ccc(NS(C)(=O)=O)cc3)nn12
  1.4	-9	1	-20	-3	7	19	-1	0.0	-3	9
[27] O=C(COc1ccc(Cl)c2cccnc12)N1CCOCC1
  2.4	.	13	-7	-17	-22	-12	8	-0.2	4	-11
[28] COc1cccc(NC(=O)CSc2cccc[n+]2[O-])c1
  -1.0	1	-2	-36	-7	-11	-6	-10	-0.3	.	-2
[29] CCOc1ccc(S(=O)(=O)N2CCC(C(=O)NCCc3ccc(S(N)(=O)=O)cc3)CC2)cc1
  0.5	5	-2	-29	6	0	11	6	0.0	-2	12
[30] Cc1cc(NC(=O)CSc2nnc(CNC(=O)c3c(F)cccc3F)o2)no1
  0.2	-4	-11	3	-1	17	17	-11	-0.2	1	29
[31] CCN(CC)c1ccc(NC(=O)CN2CCN(c3ccccc3F)CC2)cc1
  -3.3	7	5	-1	7	11	11	-9	-0.2	-2	4
[32] N=C1C(c2nc3ccccc3s2)=C(O)CN1NC(=O)c1ccc([N+](=O)[O-])cc1
  1.8	14	-7	-94	3	-3	-335	-19	-0.2	.	-150
[33] C[C@H](N)c1nnc(SCC(N)=O)o1
  0.0	11	2	14	0	-23	21	3	0.0	-3	22
[34] CCCCN(CC)S(=O)(=O)c1c(C)[nH]c(=O)[nH]c1=O
  -1.2	0	-10	-10	-6	-14	9	-12	0.2	3	6
[35] O=C(c1cc(COc2ccc(F)cc2Cl)on1)N(Cc1ccncc1)CC1CCCO1 (centres undefined)
  2.2	-8	-17	32	-2	10	15	5	0.4	-1	19
[36] CCCCn1nnnc1NCc1cccc(OC)c1OC
  -0.7	-5	3	13	-4	11	8	-21	0.0	6	0
[37] COC(=O)C1(C)NC(c2ccc(C)cc2)C2C(=O)N(c3ccc(F)cc3)C(=O)C21 (centres undefined)
  0.5	7	-6	20	8	-32	7	10	0.0	1	0
[38] CCOc1cccc(-c2cnc3cccnn23)c1
  -1.2	.	7	-146	23	29	-226	-103	0.4	.	-262
[39] Cc1cccc(Cn2c(=O)n(CCCC(=O)NCc3ccco3)c(=O)c3ccccc32)c1
  0.9	-2	-3	-47	21	3	25	20	0.1	-2	41
[40] CC(=O)Nc1ccc(-c2csc(Nc3ccccn3)n2)cc1
  -0.5	-35	11	-155	17	-18	-292	-27	-0.1	0	-416
[41] O=C(COC(=O)Cc1ccc(F)cc1)Nc1ccc2[nH]c(=O)[nH]c2c1
  0.1	9	-14	-5	-12	-1	4	1	0.3	1	6
[42] CCn1c(SCC(=O)Nc2c(C)n(C)n(-c3ccccc3)c2=O)nnc1-c1cccc(C)c1
  1.6	12	5	2	13	6	18	11	-0.2	2	-1
[43] Nc1nc(SCC(=O)N2CCc3ccccc32)[nH]c(=O)c1-c1ccccc1
  -2.2	-2	1	-9	-8	12	11	8	0.2	-1	7
[44] O=C(CCNC(=O)c1ccc(Cl)cc1)NC1CCCc2ccccc21 (centres undefined)
  -0.5	-7	11	-14	-49	-7	-33	39	0.2	4	-2
[45] Cc1ccc(C(=O)N2CCN(c3ccccn3)CC2)cc1C
  0.7	12	0	-30	6	-7	-5	19	0.2	5	-5
[46] CCC(C(=O)Nc1ccccc1OC)n1c(C(=O)OC)cc2ccsc21 (centres undefined)
  4.0	6	-7	-8	9	-19	-9	23	-0.2	2	39
[47] CCOC(=O)Cc1nnc(NC(=O)CSc2ccc(C)cc2)s1
  -1.1	7	-3	-20	-13	7	2	11	-0.4	0	6
[48] CCOc1ccccc1/C=N/Nc1ccc(Cl)nn1
  -0.7	8	19	-46	0	-13	-21	2	0.0	-1	-23
[49] CN(CC(=O)Nc1ccccc1C(F)(F)F)C(=O)CSCc1ccccc1
  -0.2	4	-2	12	8	11	17	-2	0.2	1	18
[50] CCc1nn(C(C)C(=O)N2CCc3ccccc3C2)c(=O)c2cc3occc3n12 (centres undefined)
  -2.3	8	-4	3	-5	-5	3	9	0.1	2	15
[51] CC(=O)O[C@]1(C(C)=O)CC[C@H]2[C@@H]3C[C@H](C)C4=CC(=O)CC[C@]4(C)[C@H]3CC[C@@]21C
  -0.3&-0.2	0&-14	21&-20	4&22	-14&-5	53*	12&13	-24&-3	0.3&-0.2	1&0	-21&-29
[52] CC(C)NS(=O)(=O)c1ccc(OCC(=O)NCCC2=CCCCC2)cc1
  -2.4	2	2	14	17	8	6	14	0.1	2	12
[53] CN1CCN(C(=O)C2Cc3c(-c4ccc5c(c4)OCO5)ccnc3O2)CC1 (centres undefined)
  2.6	.	22	-8	16	-20	6	-11	-0.3	.	14
[54] C/C(CC(=O)Nc1cc(C)ccn1)=N\NC(=O)c1ccc(C)cc1
  1.4	-4	1	-27	1	-4	-20	-9	-0.3	3	-14
[55] COc1ccc(-c2c(C)c3ccc(O)cc3oc2=O)cc1OC
  -0.3	-1	-6	-1	-21	4	-22	-20	-0.3	4	-2
[56] O=C(NC1CCCN(Cc2ccc(Cl)cc2)C1)c1ccoc1 (centres undefined)
  -0.3	0	0	-17	1	-3	3	21	0.0	2	10
[57] O=C(NCCN1CCOCC1)c1csc2c1CCCC2
  2.5	2	-5	-11	5	11	-13	-2	-0.4	2	-2
[58] COc1ccc(NS(=O)(=O)c2ccc3c(c2)CCO3)cc1
  0.8	-9	-5	8	8	0	4	.	0.0	3	9
[59] COc1ccccc1CN(C)C(=O)CN1CCN(CC(=O)Nc2ccccc2Cl)CC1
  0.3	4	-17	-1	8	21	10	-4	0.1	8	4
[60] CCNc1ccc(C(=O)Nc2ccc3nc(C)sc3c2)cc1[N+](=O)[O-]
  2.8	-2	-14	-29	-38	-2	-8	-34	-0.1	4	-12

Next records
Results follow in this order: hiPSC survival	TRPM1 prom inh	KKLEB tox	NR2E3 ag-2	TWEAK Fn14 block	CF NFkB inh	HIF-2a inh	Shn3 3UTR inh	aDG glyco up	NR2E3 ag-1	Peg3 promoter
[61] Cn1cccc1C(=O)N1CCN(c2cccc(C(F)(F)F)c2)CC1
  -1.1	-6	-12	8	6	-2	0	15	0.2	-4	-14
[62] Oc1ccccc1C1=NCCNC(C(F)(F)F)=C1
  3.1	2	4	-5	-12	-2	9	1	-0.3	2	-5
[63] O=C(NC1CCC(O)CC1)c1ccc(-c2ccc(Cl)cc2)o1 (centres undefined)
  0.2	-71	-11	-87	-40	4	-191	-10	0.3	0	-250
[64] CC(C)OC(=O)CSc1nc(-c2ccc(F)cc2)cc(C(F)(F)F)n1
  -1.0	1	-3	-8	-4	16	22	12	0.3	1	22
[65] COc1cc(OC)c(NC(=O)c2ccccc2F)cc1Cl
  -0.3	-4	-6	-58	-11	-10	-61	-10	0.3	2	-56
[66] Cc1cccc(-n2ncc3c(N4CCOCC4)ncnc32)c1
  -4.7	56	-15	-87	85*	-39	22	23	0.1	-2	23
